Screening data as filed in PubChem BioAssay.
ASAP1 inh: ASAP1 ArfGAP inhibition. ASAP1-stimulated ARF1 GTP hydrolysis, GDP FP detection. inhibition, % at 16.5 µM. hit rate 0.19% among 360,000; in the data active = inhibition above about 25%;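 note: 0% = vehicle with enzyme and substrate and 100% = no enzyme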
Tn7 DDE FP: inhibitors of Tn7 peptide binding to human fibrin DD(E) | P02675 | FP displacement of FITC-Tn7 peptide from fibrin DD(E); 0% = median of compound wells per plate | inhibition, % at 8.3 µM | hit rate 0.13% among 370,000 | AID 720508;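 active = inhibition above the mean of compounds falling within the control limits plus 3 SD of them, cut at about 14% in these data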;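 note: 0% = plate median of compound wells and 100% = 10 µM Aha-Tn7 peptide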
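system = human fibrin DD(E) protein | quantity = DD(E) 2 µM final | medium = Tris/NaCl/CaCl2 buffer, pH 7.8 | also added = labelled Tn7 tracer, 0.1 µM | compound dosing = single point at 8.3 µM | timing = compound with protein 10 min, then 3 h after probe, room temperature | signal = FP measurement | benchmarks = Aha-Tn7 high control | repeats = one replicate per compound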
UHRF1 binding: human UHRF1 methylated DNA binding inhibitors; Q96T88; UHRF1 binding to methylated oligo, TR-FRET; inhibition, % at 4.4 µM; hit rate 0.75% among 370,000; AID 687016; in the data active = inhibition above about 21%;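 note: UHRF1 SRA domain binding a hemimethylated CpG hairpin DNA probe; 0% = median of test compound wells and 100% = reference inhibitor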
KLK7 zymogen act: activators of human kallikrein-7 zymogen; purified proKLK7, EDANS-DABCYL substrate fluorescence; 100% is mature enzyme control, 0% vehicle; activation, % at 7 µM; hit rate 0.9% among 370,000; AID 652039;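 active = activation above the mean of all tested compounds plus 3 SD, computed per campaign excluding outliers beyond control limits, cut at about 13% in these data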
ADAM17 inh: ADAM17 inhibition, QFRET primary screen; P78536; hit rate 0.83% among 370,000; inhibition, % at 6.95 µM; AID 720648; recombinant ADAM17, EDANS/DABCYL FRET peptide cleavage;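 active = inhibition above the mean of compounds lying between control limits plus 3 SD, set per campaign, cut at about 8.5% in these data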;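 note: 0% = DMSO-only wells as the low control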
ARFGAP1 inh: inhibits rat ARF GTPase activating protein 1; Q62848; Arfgap1-stimulated ARF1 GTP hydrolysis, GDP FP detection; inhibition, % at 16.5 µM; hit rate 0.26% among 360,000;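 active = inhibition above a per-plate limit, mean inhibition of low control wells plus 3 SD, cut at about 25% in these data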;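 note: 0% = DMSO wells with enzyme and 100% = wells lacking Arfgap1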
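Material – truncated rat Arfgap1 GAP domain · Buffer or medium – HEPES-based buffer, pH 7.5 · Reagent – human ARF1(Δ1-17)-GTP substrate · Dosing – 16.5 µM single point, 1.26% DMSO · Schedule – GTP hydrolysis reaction 2 h at 25 °C · Technique – GDP detection by fluorescence polarization · Benchmarks – No-Arfgap1 wells (100%) versus DMSO full-reaction wells (0%) · Repeats – single replicate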
MBD2 DNA inh: inhibitors of human MBD2 binding to methylated oligonucleotide. Q9UBB5. hit rate 0.31% among 370,000. TR-FRET. inhibition, % at 4.4 µM; in the data active = inhibition above about 13%
DDE Tn6 FP inh: DD(E)-Tn6 binding inhibition, primary FP screen | inhibition, % at 8.3 µM | P02675 | AID 720509 | Fibrin DD(E) TRITC-Tn6 fluorescence polarization displacement | hit rate 0.21% among 370,000;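 active = inhibition above a per-campaign cutoff: mean of compounds within control limits plus 3 SD, cut at about 15% in these data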;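 note: 0% = median of all compound wells on the plate and 100% = blocking peptide control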
PLC-beta3 inh: blocks human PLC-beta3 enzyme activity | inhibition, % at 12.2 µM | hit rate 0.18% among 370,000 | Purified PLC-beta3, fluorogenic substrate, fluorescence; in the data active = inhibition above about 11%;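 note: 0% = median of compound wells on plate and 100% = full blocker control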
Target sequence (Q01970 whole entry, looked up): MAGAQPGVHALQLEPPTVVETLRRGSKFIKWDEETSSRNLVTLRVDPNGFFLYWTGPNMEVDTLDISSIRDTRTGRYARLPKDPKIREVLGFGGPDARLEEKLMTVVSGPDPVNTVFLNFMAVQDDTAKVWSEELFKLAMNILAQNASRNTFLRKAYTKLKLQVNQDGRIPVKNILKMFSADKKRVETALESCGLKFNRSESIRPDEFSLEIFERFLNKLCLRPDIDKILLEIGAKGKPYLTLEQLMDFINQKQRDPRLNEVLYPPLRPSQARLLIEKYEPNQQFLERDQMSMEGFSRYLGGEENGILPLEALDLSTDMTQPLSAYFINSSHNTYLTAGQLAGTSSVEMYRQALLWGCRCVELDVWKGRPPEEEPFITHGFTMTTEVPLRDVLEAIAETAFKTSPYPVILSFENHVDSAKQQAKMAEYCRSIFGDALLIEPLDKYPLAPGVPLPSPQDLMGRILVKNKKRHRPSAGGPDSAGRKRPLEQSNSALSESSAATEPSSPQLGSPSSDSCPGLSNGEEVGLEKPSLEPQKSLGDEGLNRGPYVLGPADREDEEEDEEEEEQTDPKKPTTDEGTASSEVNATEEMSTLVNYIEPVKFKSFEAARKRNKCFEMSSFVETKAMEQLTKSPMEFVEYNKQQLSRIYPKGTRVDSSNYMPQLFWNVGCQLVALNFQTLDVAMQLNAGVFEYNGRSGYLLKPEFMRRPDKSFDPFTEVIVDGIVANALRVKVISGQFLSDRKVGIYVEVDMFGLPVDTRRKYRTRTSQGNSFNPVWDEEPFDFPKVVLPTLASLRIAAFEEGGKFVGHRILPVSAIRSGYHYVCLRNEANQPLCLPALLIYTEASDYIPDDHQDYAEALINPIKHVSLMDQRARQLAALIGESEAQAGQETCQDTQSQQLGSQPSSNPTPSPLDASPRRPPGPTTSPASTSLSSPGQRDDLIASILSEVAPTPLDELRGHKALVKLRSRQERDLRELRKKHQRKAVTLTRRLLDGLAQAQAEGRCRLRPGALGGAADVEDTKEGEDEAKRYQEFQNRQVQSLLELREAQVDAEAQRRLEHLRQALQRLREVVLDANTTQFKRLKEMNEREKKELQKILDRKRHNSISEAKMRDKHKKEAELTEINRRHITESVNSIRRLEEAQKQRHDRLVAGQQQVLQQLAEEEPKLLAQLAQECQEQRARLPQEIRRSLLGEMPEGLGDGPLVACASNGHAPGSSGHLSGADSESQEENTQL
PLCg1 inh: inhibitors of human phospholipase C gamma1. hit rate 0.84% among 370,000. AID 720700. purified PLC-gamma1, fluorogenic substrate, fluorescence. inhibition, % at 12.2 µM; in the data active = inhibition above about 9.5%
An asterisk follows results filed as active; . = no result given.

Preview:
The line under a structure holds: MBD2 DNA inh	KLK7 zymogen act	PLCg1 inh	UHRF1 binding	ASAP1 inh	ADAM17 inh	PLC-beta3 inh	DDE Tn6 FP inh	ARFGAP1 inh	Tn7 DDE FP
1: O=S(=O)(Nc1ccc(-c2cn3c(n2)SCC3)cc1)c1cc(F)ccc1F
  0	0.1	-5	-2	2	0	-7	3	-2	4
2: FC(F)(F)c1cnc(NNC(=S)Nc2cccnc2)c(Cl)c1
  -3	0.7	-6	-1	12	2	-4	-9	-5	7
3: Cc1nnc(SCC(=O)Nc2cc(S(=O)(=O)N3CCOCC3)ccc2C)s1
  0	0.5	-1	-1	-4	-3	-6	4	4	2
4: COc1ccc(-c2noc(-c3csc([C@@H]4C[C@H](O)[C@@H](CO)O4)n3)n2)cc1OC
  0	0.0	0	2	1	1	0	6	6	-6
5: CC(NC(=O)CCn1ccc2cc(S(=O)(=O)N3CCCC3)ccc21)c1ccccc1 (stereo unspecified)
  -2	0.3	3	4	0	-4	-8	1	2	3
6: Cc1ccc(-c2nnc(-c3ccccc3)c(N3CCOCC3)n2)cc1
  6	-0.5	-1	-1	8	0	0	11	-10	4
7: COc1ccc(/C=C/C(=O)NCCN2CCOCC2)cc1OC
  -1	1.3	-8	-2	-8	-19	-23	0	-2	-1
8: CCOC(=O)C(Nc1ccc2ccccc2c1)C(=O)OCC
  -18	0.8	-11	-15	7	-15	-16	2	9	2
9: CC1(C)OC(=O)C2=C(C[C@@H](C3CC3)O[C@@H]2C2CC2)O1
  0	0.5	-2	0	-1	-7	1	-7	8	-2
10: CC(CCc1ccccc1)NC(=O)C(=O)c1c[nH]c2ccccc12 (stereo unspecified)
  6	1.1	0	11	0	1	-11	4	6	-4
11: Cc1cccc(OCCSc2nc3ccccc3n2CC(=O)O)c1
  -3	0.1	5	1	13	1	-2	-5	8	1
12: CN(C(=O)CSc1nnc(-c2ccncc2)n1-c1ccccc1)C1CCS(=O)(=O)C1 (stereo unspecified)
  4	0.2	-7	3	5	-10	-19	0	-8	3
13: CCCCC(C(=O)N/N=C/c1ccccn1)C(=O)N/N=C/c1ccccn1
  -5	0.0	3	-1	-1	-1	-5	-1	-2	7

This part in full, repeating the preview:
The line under a structure holds: MBD2 DNA inh	KLK7 zymogen act	PLCg1 inh	UHRF1 binding	ASAP1 inh	ADAM17 inh	PLC-beta3 inh	DDE Tn6 FP inh	ARFGAP1 inh	Tn7 DDE FP
1: O=S(=O)(Nc1ccc(-c2cn3c(n2)SCC3)cc1)c1cc(F)ccc1F
  0	0.1	-5	-2	2	0	-7	3	-2	4
2: FC(F)(F)c1cnc(NNC(=S)Nc2cccnc2)c(Cl)c1
  -3	0.7	-6	-1	12	2	-4	-9	-5	7
3: Cc1nnc(SCC(=O)Nc2cc(S(=O)(=O)N3CCOCC3)ccc2C)s1
  0	0.5	-1	-1	-4	-3	-6	4	4	2
4: COc1ccc(-c2noc(-c3csc([C@@H]4C[C@H](O)[C@@H](CO)O4)n3)n2)cc1OC
  0	0.0	0	2	1	1	0	6	6	-6
5: CC(NC(=O)CCn1ccc2cc(S(=O)(=O)N3CCCC3)ccc21)c1ccccc1 (stereo unspecified)
  -2	0.3	3	4	0	-4	-8	1	2	3
6: Cc1ccc(-c2nnc(-c3ccccc3)c(N3CCOCC3)n2)cc1
  6	-0.5	-1	-1	8	0	0	11	-10	4
7: COc1ccc(/C=C/C(=O)NCCN2CCOCC2)cc1OC
  -1	1.3	-8	-2	-8	-19	-23	0	-2	-1
8: CCOC(=O)C(Nc1ccc2ccccc2c1)C(=O)OCC
  -18	0.8	-11	-15	7	-15	-16	2	9	2
9: CC1(C)OC(=O)C2=C(C[C@@H](C3CC3)O[C@@H]2C2CC2)O1
  0	0.5	-2	0	-1	-7	1	-7	8	-2
10: CC(CCc1ccccc1)NC(=O)C(=O)c1c[nH]c2ccccc12 (stereo unspecified)
  6	1.1	0	11	0	1	-11	4	6	-4
11: Cc1cccc(OCCSc2nc3ccccc3n2CC(=O)O)c1
  -3	0.1	5	1	13	1	-2	-5	8	1
12: CN(C(=O)CSc1nnc(-c2ccncc2)n1-c1ccccc1)C1CCS(=O)(=O)C1 (stereo unspecified)
  4	0.2	-7	3	5	-10	-19	0	-8	3
13: CCCCC(C(=O)N/N=C/c1ccccn1)C(=O)N/N=C/c1ccccn1
  -5	0.0	3	-1	-1	-1	-5	-1	-2	7
14: C[C@H](CO)N1C[C@H](C)[C@@H](CN(C)S(=O)(=O)c2ccccc2)Oc2c(NC(=O)Nc3ccccc3)cccc2C1=O
  -4	0.5	7	-2	-10	3	7	-2	7	3
15: Cc1ccccc1S(=O)(=O)Cc1ccc(C(=O)NC2CCCCC2C)o1 (stereo unspecified)
  -5	-0.2	1	-1	-21	-3	-4	1	5	-1
16: COc1ccccc1-c1nnc(SCC(=O)O)n1C
  3	-0.5	4	13	1	0	3	3	-2	4
17: CC(=O)Nc1ccc(C2NC(=S)N(c3ccccc3C(F)(F)F)C(C)=C2C(=O)N2CCOCC2)cc1 (stereo unspecified)
  0	-0.2	0	-1	2	-2	-11	7	-2	-2
18: CC(C)(C)c1ccc(Oc2ccc(NC(=O)C3CC=CCC3C(=O)O)cc2)cc1 (stereo unspecified)
  -8	0.6	-2	-4	-19	1	-3	7	-9	10
19: CCCCOCCCNC(=O)C[C@@H]1C[C@@]2(C(=O)OCC)CCC=C2N(Cc2ccccc2)C1=O
  0	-0.3	-2	3	-4	-5	-1	4	1	-3
20: C=CCc1ccccc1OCC(O)CN1CCN(C(=O)OCC)CC1 (stereo unspecified)
  -5	-0.5	4	1	1	0	1	8	-3	-5

Going on with the list:
The line under a structure holds: MBD2 DNA inh	KLK7 zymogen act	PLCg1 inh	UHRF1 binding	ASAP1 inh	ADAM17 inh	PLC-beta3 inh	DDE Tn6 FP inh	ARFGAP1 inh	Tn7 DDE FP
21: Cc1nc2ccccc2c(=O)n1CCN1CCOCC1
  0	0.2	3	-1	1	-2	3	4	4	-4
22: CCOc1ccc(-n2cc(C(=O)NCc3ccco3)c3cc(OC)c(OC)cc3c2=O)cc1
  7	-0.2	-3	5	4	-4	3	-3	-5	0
23: O=C1CCN1C1(C(=O)NC2CCCCC2)CCCC1
  -2	0.5	0	0	-10	-1	4	-4	-2	-2
24: COc1ccc(S(=O)(=O)N2CCOCC2)cc1NC(=O)CCc1nc2ccccc2c(=O)[nH]1
  -5	-0.9	-4	-2	13	-6	-20	-7	-4	0
25: COc1cc(/C=N/n2c(C3CCCCC3)n[nH]c2=S)cc(Br)c1O
  1	0.7	0	4	-2	0	-4	3	-11	-4
26: Cc1ccc(Cn2ccsc2=NC(=O)CCl)cc1
  -2	-0.3	6	0	16	4	4	0	-6	-2
27: COc1ccc(/C=N/NC(=O)CNC(=O)c2ccc(S(=O)(=O)N3CCOCC3)cc2)cc1OC
  -1	-0.8	-2	-2	-8	-2	3	-1	-10	2
28: CCCC(c1nnnn1Cc1cccs1)N1CCN(C2CCCC2)CC1 (stereo unspecified)
  0	0.1	3	-2	10	-4	3	-3	9	-5
29: O=[N+]([O-])c1ccc(-c2c(O)c3ccccc3c3nc4ccccc4nc23)cc1
  4	-0.3	8	3	-3	2	11*	-8	1	-3
30: COc1ccc(CCNC(=O)CSc2nc(=O)n3cc(C)ccc3n2)cc1OC
  -4	0.5	0	2	2	0	2	8	-5	-1
31: CCOc1cc(-c2nc(-c3ccc(OC)cc3)no2)cc(OCC)c1OCC
  -2	-0.3	0	0	23	0	-1	8	-5	-1
32: C/C=C/c1ccc(OCCCNC2CCCC2)c(OC)c1
  -1	0.2	1	0	7	-6	2	-3	8	1
33: Cc1occc(=O)c1OC(=O)Nc1ccccc1
  -1	-0.3	1	-1	14	2	2	-6	-2	-8
34: CN(C)C1=NCCN1CC1CCCCC1
  -5	-0.3	1	1	-5	-1	0	-2	-1	-3
35: CCCCN(CC)CCCNC(=O)c1ccc2c(c1)N(CC)C(=O)c1ccccc1S2(=O)=O
  -2	-0.2	0	-2	1	2	-2	3	6	-4
36: c1coc(-c2nnc3sc(C4CCCCC4)nn23)c1
  -1	-0.3	1	0	-3	-1	-3	9	-3	4
37: CCC12CN(C(=O)c3ccc([N+](=O)[O-])cc3)CC(CC)(CN(C(=O)c3ccc([N+](=O)[O-])cc3)C1)C2=O
  -4	0.1	1	1	-9	-1	-6	-4	-1	-2
38: Cc1ccc(NC(=O)CNCc2ccccc2OCC(=O)Nc2ccc(I)cc2)cc1
  7	-0.6	4	1	.	-3	-2	-6	.	-9
39: C=CCNC(=S)N1CCN(CCN=CC2=C(O)CC(c3ccc(Cl)cc3)CC2=O)CC1 (stereo unspecified)
  -4	-0.1	-2	-1	-5	-3	-1	9	5	6
40: CCOC(=O)C(N)CSC1CC(=O)N(c2ccc(OCC)cc2)C1=O (stereo unspecified)
  2	-0.2	3	-2	7	-2	-3	3	-2	-4

Going on with the list.
The line under a structure holds: MBD2 DNA inh	KLK7 zymogen act	PLCg1 inh	UHRF1 binding	ASAP1 inh	ADAM17 inh	PLC-beta3 inh	DDE Tn6 FP inh	ARFGAP1 inh	Tn7 DDE FP
41: Cc1cccc(OCC(=O)NCc2n[nH]c(=O)c3ccccc23)c1
  1	-0.1	-4	1	16	0	-7	0	0	-6
42: CCC(=O)Nc1c(-c2cccs2)c(=O)c2ccccc2n1C
  -2	-0.6	-17	0	0	-5	-27	-1	4	-11
43: COc1ccc(C(=O)OCC(=O)N2CCCCC2)cc1[N+](=O)[O-]
  0	0.3	1	1	11	-1	2	9	-3	-1
44: O=C(CSC1=NS(=O)(=O)c2ccccc2N1)N1CCCCC1
  -3	0.1	1	0	-10	0	-3	0	3	12
45: COc1ccc(-c2nc3ccccc3c(=O)n2NC(=O)Cc2ccccc2)cc1
  -3	0.4	3	-4	-7	2	2	-2	1	-2
46: CCOc1ccccc1NC(=O)C(NCC1CCCCC1)c1ccccc1 (stereo unspecified)
  2	-0.1	-2	-2	2	0	-6	13	13	-2
47: CCOc1ccc(C(c2c(C)[nH][nH]c2=O)c2c(C)[nH][nH]c2=O)cc1OC
  -3	0.4	-1	-8	6	-5	2	10	9	-4
48: Nc1ccccc1-c1ccn[nH]1
  3	-1.3	-55	8	11	-200	-75	-2	0	0
49: O=C(COC(=O)c1ccc(Cl)nc1)NCc1cccs1
  -8	-0.7	3	0	-4	4	-1	-2	-11	-7
50: Cc1ccc(OCC(=O)Nc2ccccc2[N+](=O)[O-])c(Br)c1
  3	-0.7	0	-1	12	0	1	-8	9	2
51: O=C(O)/C=C/c1nc(-c2ccccc2)n2ccccc12
  -3	2.3	-206	-1	-4	-53	-229	-6	-13	2
52: Cc1[nH]c2ccccc2c1C(=O)CN1C(=O)C(=O)N(C2CCCC2)C1=O
  -4	0.4	1	1	-17	1	-4	1	12	3
53: CC(=O)c1ccc(-n2c(CCC(=O)O)ccc2-c2ccccc2)cc1
  -4	0.1	-9	-2	-3	-1	-7	-4	-2	3
54: CCOC(=O)Cn1nc(C)c([N+](=O)[O-])c1C
  2	0.4	-1	2	2	-4	-3	2	-1	4
55: Cc1[nH]cnc1/C=N\NC(=O)c1cccc(S(=O)(=O)N(C)C)c1
  4	0.4	-1	-1	.	2	-3	-4	.	-3
